HCV inhibitor: HCV inhibition | Potency, µM (doses to about 41.8 µM), for inactives: at the top dose activity change, negative = inhibition, actives largely listed as inhibitors | AID 651820 | 3.4% of 340,000 active | Huh7.5.1 HCVcc-Cre infection, luciferase reporter, 44 h
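1,000 cells/well; 4 h culture; + compound; + HCVcc-Cre (~0.5 moi); 44 h; luciferase substrate, RT 15 min; read 15 sec.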
LmPK inhibitor: inhibitors of Leishmania mexicana pyruvate kinase; 0.37% of 290,000 active; purified LmPK, Kinase-Glo ATP luminescence, 1 h; Q27686; Potency, µM (doses to about 57.5 µM), for the others: top-dose activity change, negative = inhibition, hits mostly inhibitors
Target sequence (Q27686 whole entry, looked up): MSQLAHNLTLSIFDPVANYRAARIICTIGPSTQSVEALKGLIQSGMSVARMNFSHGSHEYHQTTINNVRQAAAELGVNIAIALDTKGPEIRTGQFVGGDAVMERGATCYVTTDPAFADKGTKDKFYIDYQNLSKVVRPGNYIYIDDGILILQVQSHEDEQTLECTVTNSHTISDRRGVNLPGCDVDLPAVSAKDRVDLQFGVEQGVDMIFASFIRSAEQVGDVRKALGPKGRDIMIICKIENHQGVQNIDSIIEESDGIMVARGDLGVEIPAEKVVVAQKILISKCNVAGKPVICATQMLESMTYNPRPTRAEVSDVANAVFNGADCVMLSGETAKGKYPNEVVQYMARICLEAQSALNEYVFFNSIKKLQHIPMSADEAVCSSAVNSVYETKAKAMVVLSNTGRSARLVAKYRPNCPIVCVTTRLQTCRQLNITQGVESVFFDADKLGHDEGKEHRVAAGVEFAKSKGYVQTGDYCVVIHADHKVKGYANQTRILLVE
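Kinase-Glo luminescence read after 1 h RT reaction of 0.1 nM LmPK with 0.5 mM PEP and 0.1 mM ADP. Activity scaled between uninhibited and enzyme-free controls.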
Tb PYK inh: T. brucei pyruvate kinase inhibition; AID 624173; 0.12% of 410,000 active; Potency, µM (doses to about 76.8 µM), for the others: at the highest dose activity, negative = inhibition, most hits filed as inhibitors; Q57TT1; TbPYK enzyme, Kinase-Glo Plus ATP luminescence, 45 min; also: nearly all actives have a fitted effect of over 50% in size
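Assay buffer: 50 mM TEA pH 7.2, 100 mM KCl, 10 mM MgCl2, 0.05% BSA, 0.01% Tween-20. Pyruvate kinase from T. brucei plus substrate met compound, then ADP (130 uM final). Luminescence was read post 45 min RT.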
Pf growth 96h: P. falciparum growth inhibition at 96 hours; P. falciparum luciferase reporter growth, 96 h; Potency, µM (titrated, usually from 28.7 µM), for inactives: top-dose activity change, negative = inhibition, most hits filed as inhibitors; 6.9% of 320,000 active
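96 h incubation, 37 C, 5% CO2, of luciferase-reporter P. falciparum-infected RBCs (2% hematocrit, 0.05% parasitemia final) with test compounds; endpoint luminescence.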
Sm TGR block: blocks Schistosoma mansoni thioredoxin glutathione reductase; Q962Y6; purified TGR, DTNB reduction, TNB absorbance 405 nm; Potency, µM (top dose mostly 114 µM), for inactives: top-dose activity change, negative = inhibition, most hits filed as inhibitors; 3% of 360,000 active; also: nearly all actives have a fitted effect of over 60% in size
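TGR 20 nM + NADPH 100 uM (dispensed conc.), cpd preinc 15 min RT; start with NADPH (500 uM addition) then DTNB (15 mM addition). Kinetic TNB absorbance, 405 nm filter. Four-parameter Hill fit across titration.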
Pf growth 48h: P. falciparum growth inhibition at 48 hours (one generation); P. falciparum luciferase growth in erythrocytes, 48 h; 5.9% of 310,000 active; AID 504832; Potency, µM (titrated, usually from 28.7 µM), for the others: at the top dose activity change, negative = inhibition, hits mostly inhibitors
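Growth was read as firefly luciferase luminescence after a 48 h, 37 C, 5% CO2 exposure of compounds to reporter-bearing P. falciparum cultures (0.1% parasitemia, 2% hematocrit final) in Albumax-supplemented RPMI 1640.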
* = called active by the depositor; ? = inconclusive; . = not tested or not shown; & = joins results of further samples; [ ] = remark or other dose. Calls follow the shape of the dose curve; as a rule, active = well fitted curve in the direction sought with a large enough effect; inconclusive = small, poorly fitted or top-dose-only effect, or another doubt; inactive = no such curve, though single readings can be large; an effect the other way counts as inactive or inconclusive. % is scaled to controls: 0 for no effect and ±100 for the full control effect; potency is read from the fitted curve at half-maximal effect.

SMILES	HCV inhibitor	LmPK inhibitor	Tb PYK inh	Pf growth 96h	Sm TGR block	Pf growth 48h
Cc1ccc(C(=O)n2c3ccccc3c3ccccc32)cc1	?	-3%	1%	.	0%	25%
Cc1c(OCC(=O)NC2CC(C)(C)NC(C)(C)C2)ccc2c1oc(=O)c1ccccc12	2µM*	9%	0%	3.3µM*	-6%	3.7µM*
CCCN1CCC(=O)N(CCSc2ccc(C)cc2)CC1	-5%	-5%	-3%	52%[activator]	44%[activator]	76%[activator]
CCC(C)[C@H](NC(=O)N1CC(=O)Nc2ccccc21)C(=O)Nc1ccccc1C (stereo partly specified)	7%	-6%	2%	?	2%	-8%
Cc1ccc(-c2nc3ccccn3c2NCc2ccc3c(c2)OCO3)cc1	2%	-29%	0%	79%[activator]	0%	95%[activator]
CCc1ccc(S(=O)(=O)NCCc2cn3cccc(C)c3n2)s1	4%	2%[11.5 µM]	3%	0%	3%	-11%
COc1cccc(C2=CC(c3ccc(N(C)C)cc3)n3nnnc3N2)c1 (stereo unspecified)	-26%	6%	6%	0%	?	31%[activator]
C=CCNC(=O)C1CCN(S(=O)(=O)c2ccc3ccccc3c2)CC1	3%	-1%	-3%	70%[activator]	-2%	?
Cc1ccc(S(=O)(=O)N2CCOCC2)cc1C(=O)N1CCC(Cc2ccccc2)CC1	-1%	0%	2%	-3%	8%	-16%
Cc1[nH]nc(SCC(=O)N2CCCC2)c1[N+](=O)[O-]	1%	6%	-4%	-29%	-5%	20%
COc1cc(Cl)c(C)cc1NC(=O)CNC(C)c1ccccc1OC (stereo unspecified)	?	0%	6%	9.3µM*	-1%	-12%
Cc1ccccc1Nc1nc(N)nc(COC(=O)CCC(=O)c2ccc(F)cc2)n1	9%	.	4%	?	0%	?
COc1ccc2c(c1)c(C(=O)N/N=C/c1cccs1)c(C)n2C	?	-1%	-3%	-11%	-15%	-6%
CCc1c(C)c2ccc(OCC(=O)NCC3CCC(C(=O)O)CC3)cc2oc1=O (stereo unspecified)	3%	-7%	2%	37%[activator]	-29%	3%
O=C(CSc1nnc(NC(=O)C2CCCCC2)s1)NCc1ccco1	12%	0%	-1%	90%[activator]	1%	52%[activator]
Cc1ccc(NC(=S)N2CCSC2c2cccs2)cc1 (stereo unspecified)	2%	0%	3%	13%	2%	13%
O=C(NCc1ccco1)Nc1ccc(Br)cc1Cl	?	3%	9%	94%[activator]	0%	103%[activator]
COc1ccc(S(=O)(=O)N2CCCCCC2)cc1C(=O)NC1(C)CCS(=O)(=O)C1 (stereo unspecified)	29%	0%	4%	-1%	1%	0%
O=C(NCc1cccc(Cl)c1)c1ccco1	6%	6%	2%	-12%	-34%	43%[activator]
Cc1ccc(C(C)c2c(C)c([N+](=O)[O-])cc(C)c2[N+](=O)[O-])cn1 (stereo unspecified)	-6%	-2%	-22%	1%	-9%	?
Cc1cc2oc(=O)cc(CSc3nc(N)cc(N)n3)c2cc1C	?	4%	-2%	-14%	-1%	.
Cc1ccccc1-n1c(C)nnc1SCC(=O)NCC1CCCO1 (stereo unspecified)	10%	-9%	8%	74%[activator]	3%	46%[activator]
Cc1cnn(-c2cc(N/N=C/c3cccc(F)c3)ncn2)c1	10%	-4%	0%	1.9µM*	-13%	1%
Cc1cc(=O)oc2cc(NC(=O)CCOc3ccccc3)ccc12	?	-5%	0%	28%	8%	50%[activator]
Nc1nc(Cl)cc(N2CCC(c3cc(-c4ccc(Cl)cc4)n[nH]3)CC2)n1	4µM*	6%	1%	?	-24%	?
Cn1c(SCC(=O)NCc2ccc3c(c2)OCO3)nc2c(c1=O)SCC2	16%	-1%	-10%	25%	0%	12%
Cc1cccc(OCC2CCCN(Cc3nc(C4CC4)no3)C2)c1 (stereo unspecified)	9%	2%	0%	?	45%[activator]	?
CC1CCCCN1CCNC(=O)c1ccc2c(c1)N(Cc1ccccc1F)C(=O)c1ccccc1S2=O (stereo unspecified)	?	-1%	-22%	5.9µM*	5%	?
Cc1ccc(-c2nc(N/N=C/c3cccnc3)c3ccccc3n2)cc1	?	-26%	-17%	?	14%	.
CCCNC(=O)C(=O)NCc1ccccn1	14%	0%	12%	74%[activator]	.	13%

The last 2 entries of the part before lead into the next.
SMILES	HCV inhibitor	LmPK inhibitor	Tb PYK inh	Pf growth 96h	Sm TGR block	Pf growth 48h
Cc1ccc(-c2nc(N/N=C/c3cccnc3)c3ccccc3n2)cc1	?	-26%	-17%	?	14%	.
CCCNC(=O)C(=O)NCc1ccccn1	14%	0%	12%	74%[activator]	.	13%
CCOC(=O)c1sc(NC(=O)C2CC(=O)N(c3ccc4c(c3)OCCO4)C2)nc1C (stereo unspecified)	1%	.	2%	-26%	-36%	?
O=[N+]([O-])c1ccccc1S(=O)(=O)c1ccccc1	13%	5%	2%	.	-21%	-8%
Cc1cc(NC(=O)c2ccccc2C)n(-c2cccc(F)c2)n1	-16%	-2%	6%	12%	8%	18%
Cc1c(-c2nc(N)nc(Nc3ccc(F)cc3)n2)oc2ccccc12	10µM*	7%	-3%	?	0%	?
CC(=O)N(C(C)=O)N1C(=O)c2cccc3c(N4CCOCC4)ccc(c23)C1=O	-20%	7%	2%	-25%	1%	7%
CC(=O)Nc1ccc(NC(=O)c2ccc(CN3CCc4ccccc4C3)cc2)cc1	-5%	3%	-12%	9.3µM*	-1%	?
COc1cccc(CC(=O)N2CCC(n3nccc3NC(=O)C3CC3)CC2)c1	1%	-1%	1%	-21%	0%	-8%
CCOC(=O)C1=C(C)NC(C)=C(C(=O)OCC)C1c1sccc1C	-15%	5%	-1%	49%[activator]	-26%	5.2µM*
S=C(Nc1ccc(Oc2ccc(NC(=S)NC3CCCCC3)cc2)cc1)NC1CCCCC1	?	1%	-27%	0%	2%	?
N#Cc1c(N2CCCC2)nc(N)c2c(N)nc(N3CCCC3)cc12	?	2%	-8%	?	10%	?
CC1Cc2ccccc2N1CC(=O)Nc1ccc2c(c1)OC(F)(F)O2 (stereo unspecified)	-29%	4%	7%	.	1%	?
COc1cc2c(cc1OC)CN(C(=O)CN1CCN(S(=O)(=O)c3ccc(C)c(C)c3)CC1)CC2	?	-5%	0%	13µM*	-18%	?
COc1cc(/C=N/NC(=O)c2cc(-c3ccccc3)sc2N)cc(OC)c1OC	?	4%	-2%	?	7%	?
CC(Sc1nc(N)cc(=O)[nH]1)C(=O)Nc1sc2c(c1C#N)CCCC2 (stereo unspecified)	?	-11%	3%	?	-2%	0%
O=C(c1ccco1)N1CCN(C(=O)c2cc(-c3ccccn3)nc3ccccc23)CC1	0%	0%	-7%	182%[activator]	35µM*	-23%
CC(C)CNC(=O)c1ccccc1NC(=O)/C=C/c1cccc([N+](=O)[O-])c1	1%	3%	-2%	12%	-14%	9%
CC(=O)NCCn1c(SCC(=O)NC2CCCCC2)nc2ccccc2c1=O	5%	-6%	4%	?	2%	-11%
CCOP(=O)(OCC)C(NC(=O)CC(C)C)C(Cl)(Cl)Cl (stereo unspecified)	33%[activator]	0%	1%	13%	.	2%
COc1ccc(CC(=O)Nc2ccc3c(c2)C(=O)N(CCC(=O)O)C3=O)cc1	2%	-1%	6%	0%	9%	20%
COc1ccc(/C=C2\SC(=S)N(CCC(=O)N(CCO)Cc3ccccc3)C2=O)cc1OC	?	4%	2%	-2%	8%	?
CCCOc1ccc(C(C)=O)cc1CC(C(N)=O)C(N)=O	20%	4%	8%	20%	1%	.
CC(C)Cn1c(CN2CCN(C)C(CCO)C2)nc2ccccc21 (stereo unspecified)	3%	-3%	-7%	9.3µM*	-31%	-2%
O=C(NC1CCCCC1)N1CCN(c2ccccc2)CC1	8%	5%	0%	-19%	-8%	?
CSCc1cc(N(C)c2ccccc2)nc(-c2ccccc2)n1	-17%	3%	7%	?	11%	-7%[0.00184 µM]
O=C(Nc1nc(-c2ccccn2)cs1)Nc1ccc(F)cc1F	?	-5%	-21%	1.7µM*	5%	1.5µM*
COc1cccc(-c2nnc(SCC(=O)N3CCCc4ccccc43)o2)c1	0%&-3%	0%	-12%	17%	3%	-27%
COc1ccc(/C=C2/SC(=S)N(c3ccc(S(=O)(=O)Nc4nccs4)cc3)C2=O)cc1	16%	1%	-10%	1%	-11%	-15%
O=C1c2ccccc2C(=O)C1c1ccncc1	?	-18%	-17%	.	-23%	227%[activator]
O=C(CSc1nnnn1-c1ccccc1)c1cc2ccccc2oc1=O	8%	3%	-2%	137%[activator]	?	24%
CN(C(=S)Nc1ccc(Oc2ccccc2)cc1)C1CCCCC1	?	3%	0%	36%[activator]	-8%	10%
Cc1cc(C)cc(N(CC(=O)NC2CCC(C)CC2)S(=O)(=O)c2c(C)noc2C)c1 (stereo unspecified)	-7%	5%	-3%	?	10%	?
Cc1ccc(O)c(CNc2nccs2)c1	-2%	1%	5%	?	-1%	-2%
COC(=O)c1ccc(CSCc2ccc(C#N)cc2)cc1	.	0%	.	12%	8%	5%
NC(=O)c1ccccc1NC(=O)CC1(CC(=O)O)CCCC1	10%	-1%	-12%	21%	-5%	48%[activator]
CCOC(=O)C1CCN(S(=O)(=O)c2ccc3c(c2)CC(C)N3C(=O)C2CC2)CC1 (stereo unspecified)	-27%	0%	3%	?	5%	?
O=C(CN1CCN(S(=O)(=O)/C=C/c2ccccc2)CC1)NC(=O)NCc1ccco1	-10%	-5%	-19%	?	28µM*	?
COc1ccc(NC(C)=O)cc1S(=O)(=O)NC(C)c1ccc(-n2ccnc2)cc1 (stereo unspecified)	?	.	0%	-26%	2%	-11%
CC(C)(C)NC(=O)NC(=O)COC(=O)Cc1c(Cl)cccc1Cl	-13%	-4%[11.5 µM]	2%	7%	10%	-8%
Cc1ccccc1CN1CCN(CC(=O)NCc2ccc3c(c2)OCO3)C1=O	-5%	8%	-5%	?	-22%	1%
COc1cccc(C(=O)Nc2cc(NC(=O)c3cccs3)ccc2C)c1	-15%	-4%	3%	?	-3%	-6%
CCCOc1ccc(C(CC(=O)O)NS(=O)(=O)c2ccc(NC(C)=O)cc2)cc1 (stereo unspecified)	3%	3%	1%	?	0%	-3%
O=C(O)c1ccc(CNCc2ccc(F)cc2)cc1	6%	5%	2%	17%	7%	1%
COc1ccc(CC(=O)N(Cc2ccccc2)c2ccc(C)cc2)cc1S(=O)(=O)N1CCOCC1	-10%	.	-1%	13µM*	-11%	?
COc1ccc(-c2csc3ncnc(NCCN4CCOCC4)c23)cc1	?	0%	-10%	?	10%[11.4 µM]	.

Grouped by structure, the compounds so far containing a Cl atom
SMILES	HCV inhibitor	LmPK inhibitor	Tb PYK inh	Pf growth 96h	Sm TGR block	Pf growth 48h
COc1cc(Cl)c(C)cc1NC(=O)CNC(C)c1ccccc1OC (stereo unspecified)	?	0%	6%	9.3µM*	-1%	-12%
O=C(NCc1ccco1)Nc1ccc(Br)cc1Cl	?	3%	9%	94%[activator]	0%	103%[activator]
O=C(NCc1cccc(Cl)c1)c1ccco1	6%	6%	2%	-12%	-34%	43%[activator]
Nc1nc(Cl)cc(N2CCC(c3cc(-c4ccc(Cl)cc4)n[nH]3)CC2)n1	4µM*	6%	1%	?	-24%	?
CCOP(=O)(OCC)C(NC(=O)CC(C)C)C(Cl)(Cl)Cl (stereo unspecified)	33%[activator]	0%	1%	13%	.	2%
CC(C)(C)NC(=O)NC(=O)COC(=O)Cc1c(Cl)cccc1Cl	-13%	-4%[11.5 µM]	2%	7%	10%	-8%

High-throughput results as filed in PubChem BioAssay.
